Compound activity deposited in PubChem BioAssay by National Center for Advancing Translational Sciences (NCATS).
IP6K1 inhibitor: Primary qHTS assay for small molecule inhibitors of Inositol hexaphosphate kinase 1 (IP6K1) | IP6K1 kinase, ADP-Glo luminescence, 2 h; hits give low values | activity change, % (series mostly up to about 58 µM) | 140,000 tested, 0.81% active | AID 1645851, 2021; in the data active means activity change below about -25%
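ADP-Glo luminescence measures ADP made by human IP6K1 during a 2 h RT reaction with ATP/IP6 (mix at 1.3 mM/130 uM); top library doses 57.5 and 19.1 uM final.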
3T3 cytotox: Cytotoxic Profiling in NIH 3T3 Cell Line of Diverse Libraries Using Quantitative High-Throughput Screening; AID 1345082, 2018; Potency, µM (highest dose often 96.7 µM), without a hit: at the highest dose activity change, negative = cytotoxicity, usual class: inhibitors; NIH 3T3 viability, CellTiter-Glo ATP luminescence, 48-72 h; 94,000 tested, 4.3% active; further: potency means the concentration at half of the fitted maximal effect; nearly all actives have a fitted effect of over 55% in size
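Cytotoxicity is measured as loss of cellular ATP: NIH 3T3 cells (400/well) are exposed to compound for 48 or 72 hr at 37 °C, then CellTiter-Glo luminescence is imaged after 10 min at room temperature.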
Luciferase inh: Firefly luciferase inhibition profiling of diverse chemical library using quantitative high-throughput screening | 76,000 tested, 2.5% active | purified P. pyralis luciferase, luminescence, biochemical | Potency, µM (highest dose often 115 µM), for the others: at the top dose activity change, negative = inhibition, actives largely listed as inhibitors | Luciferin 4-monooxygenase (Photinus pyralis), P08659; further: potency means the concentration at half of the fitted maximal effect; nearly all actives have a fitted effect of over 65% in size
Target sequence (P08659 whole entry, looked up): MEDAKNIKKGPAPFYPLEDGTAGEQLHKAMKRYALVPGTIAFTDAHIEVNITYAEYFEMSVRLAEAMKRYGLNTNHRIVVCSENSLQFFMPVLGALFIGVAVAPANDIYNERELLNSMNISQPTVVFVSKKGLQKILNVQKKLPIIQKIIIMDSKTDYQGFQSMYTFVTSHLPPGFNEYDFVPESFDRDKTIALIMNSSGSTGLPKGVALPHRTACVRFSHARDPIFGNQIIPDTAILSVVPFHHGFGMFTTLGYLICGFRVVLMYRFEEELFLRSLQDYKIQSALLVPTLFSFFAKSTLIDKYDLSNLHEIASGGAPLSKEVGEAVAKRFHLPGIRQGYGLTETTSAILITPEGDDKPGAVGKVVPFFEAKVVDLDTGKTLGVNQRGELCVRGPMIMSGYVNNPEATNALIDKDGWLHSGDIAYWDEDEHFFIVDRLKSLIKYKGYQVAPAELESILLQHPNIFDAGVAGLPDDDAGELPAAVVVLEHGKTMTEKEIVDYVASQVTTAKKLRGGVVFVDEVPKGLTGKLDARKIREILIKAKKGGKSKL
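Inhibitors were tested against purified firefly luciferase in a biochemical, low-substrate format (both substrates at 10uM) and luminescence measured with a CCD imager.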
GPT2 inhibitor: Primary qHTS assay for inhibitors of Glutamate pyruvate transaminase 2 (GPT2) | Alanine aminotransferase 2 (Homo sapiens), Q8TD30 | Recombinant GPT2, coupled pyruvate oxidase/HRP Amplex Red fluorescence | Potency, µM (doses to about 57.7 µM), for the others: at the highest dose activity change, negative = inhibition, most hits filed as inhibitors | 100,000 tested, 0.25% active | AID 1671188, 2021; further: potency means the concentration at half of the fitted maximal effect; nearly all actives have a fitted effect of over 60% in size; many of its hits are not listed in these tables
Target sequence (Q8TD30 whole entry, looked up): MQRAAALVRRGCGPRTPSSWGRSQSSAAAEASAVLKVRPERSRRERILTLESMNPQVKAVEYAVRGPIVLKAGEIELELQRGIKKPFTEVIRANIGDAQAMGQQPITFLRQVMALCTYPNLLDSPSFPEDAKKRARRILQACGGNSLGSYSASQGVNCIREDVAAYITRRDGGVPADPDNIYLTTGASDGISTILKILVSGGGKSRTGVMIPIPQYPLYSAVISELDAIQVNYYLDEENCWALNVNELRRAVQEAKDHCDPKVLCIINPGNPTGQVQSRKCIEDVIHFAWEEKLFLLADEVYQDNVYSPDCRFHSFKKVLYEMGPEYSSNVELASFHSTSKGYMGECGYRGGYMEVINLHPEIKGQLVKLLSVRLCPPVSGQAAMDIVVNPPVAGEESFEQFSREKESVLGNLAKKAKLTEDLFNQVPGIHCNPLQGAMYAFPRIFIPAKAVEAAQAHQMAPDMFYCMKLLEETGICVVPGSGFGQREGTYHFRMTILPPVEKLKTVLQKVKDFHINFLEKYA
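Fluorescence read-out: pyruvate from GPT2 turnover coupled to pyruvate oxidase, HRP and Amplex Red (0.2mM ThPP, 0.2U/mL PO and HRP, 50uM Amplex final). Substrates 250uM a-KG, 2mM L-alanine; enzyme 10ng/uL; 30 min RT.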
HEK293 viab: GF-AFC viability counterscreen for inhibitors of alpha-synuclein gene (SNCA) expression. AID 1671193, 2021. HEK-293-SNCA-luc viability, GF-AFC fluorescence, 24 h. 150,000 tested, 0.12% active. Potency, µM (series often up to 57.1 µM), for inactives: at the highest dose activity change, negative = cytotoxicity, usual class: cytotoxic;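 further: potency means the concentration at half of the fitted maximal effect; 0% = DMSO-treated cells and -100% = medium-only wells without cells; nearly all actives have a fitted effect of over 30% in size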
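HEK-293-SNCA-luc cells (1500/well) plated 24 h, then exposed 24 h to a dilution series; GF-AFC added 30 min at 37C, fluorescence 405/540 nm; normalised to medium-only and DMSO wells, Hill fit.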
HEK cytotox: Cytotoxic Profiling in HEK 293 Cell Line of Diverse Libraries Using Quantitative High-Throughput Screening. HEK 293 viability, ATP luminescence (CellTiter-Glo), 48-72 h. Potency, µM (series often up to 115 µM), inactives show at the highest dose activity change, negative = cytotoxicity, actives largely listed as inhibitors. 94,000 tested, 6.6% active. AID 1345083, 2018; further: potency means the concentration at half of the fitted maximal effect; nearly all actives have a fitted effect of over 60% in size
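Pintool-delivered compounds were incubated with HEK 293 cells (250 cells/well) at 37 degree Celsius for 48 or 72 hr. ATP-dependent luminescence (CellTiter-Glo) then reported remaining viable cells.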
SNCA expr inh: Primary qHTS assay for inhibitors of alpha-synuclein gene (SNCA) expression; AID 1671194, 2021; 140,000 tested, 0.17% active; HEK-293 SNCA-luciferase knock-in, luminescence, 24 h; Potency, µM (series often up to 57.2 µM), inactives show at the highest dose activity change, negative = inhibition, actives largely listed as inhibitors;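 further: potency means the concentration at half of the fitted maximal effect; plate controls were DMSO cells for no effect and cell-free wells for full effect; nearly all actives have a fitted effect of over 45% in size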
Numbers without * were called inactive; [ ] = remark or other dose. Unless noted, the call rests on the fitted dose curve; in most records, active means well fitted curve in the direction sought with a large enough effect; inconclusive means small, poorly fitted or top-dose-only effect, or another doubt; inactive means no such curve, though single readings can be large; an effect the other way counts as inactive or inconclusive. Unless noted, on the % scale 0 is the no-effect control and ±100 the full control effect.

What do the screens show for `Cc1cc(C)c(CNC(=O)c2nc(-c3cccc(F)c3)cc3c2ccn3C(C)C)c(=O)[nH]1`?
IP6K1 inhibitor: 14; 3T3 cytotox: inconclusive; Luciferase inh: -1%[172 µM]; GPT2 inhibitor: 1%[88.5 µM]; HEK293 viab: inconclusive; HEK cytotox: 32µM*; SNCA expr inh: inconclusive

What do the screens show for `O=C(Cc1cccnc1)N1CCC(N2CC(OCC3CC3)C23CCCCC3)CC1` (stereo not given)?
IP6K1 inhibitor: 0; 3T3 cytotox: -21%; Luciferase inh: -7%; GPT2 inhibitor: inconclusive; HEK293 viab: -3%; HEK cytotox: -7%; SNCA expr inh: -12%

How did Fc1ccc(-c2c3cccc(C(F)(F)F)c3nn2Cc2ccc(F)cc2Cl)cc1 do in these assays?
IP6K1 inhibitor: 9; GPT2 inhibitor: -2%; HEK293 viab: 5%

Results for C[C@@H](NS(C)(=O)=O)c1onc(-c2ccccc2)c1C(=O)O ?
IP6K1 inhibitor: -3; 3T3 cytotox: -11%[174 µM]; Luciferase inh: -5%[172 µM]; GPT2 inhibitor: inconclusive; HEK293 viab: 6%[87.6 µM]; HEK cytotox: -8%[172 µM]; SNCA expr inh: 2%[87.6 µM]

Results for CC(C)NC(=O)[C@@H]1C[C@H](N)CN1S(=O)(=O)c1cccc2nsnc12 ?
IP6K1 inhibitor: 15; 3T3 cytotox: 2%; Luciferase inh: 9%; GPT2 inhibitor: 2%[11.5 µM]; HEK293 viab: 0%; HEK cytotox: inactive; SNCA expr inh: 15%

What do the screens show for `CC(C)c1noc(-c2ccccc2OCC(=O)Nc2ccc([N+](=O)[O-])cc2)n1`?
IP6K1 inhibitor: -5; HEK293 viab: 9%; SNCA expr inh: -23%

How did Cc1cccc(C(=O)N2CCCC(c3nc(C4CCOCC4)no3)C2)c1 (stereo not given) do in these assays?
IP6K1 inhibitor: -2; 3T3 cytotox: -14%; Luciferase inh: 6%; GPT2 inhibitor: inactive; HEK293 viab: -2%; HEK cytotox: -17%; SNCA expr inh: 2%

How did O=C(CCC[C@@H]1[C@H]2CCCN3CCC[C@@H](CN1C(=O)Cc1cccs1)[C@@H]23)N1CCOCC1 do in these assays?
IP6K1 inhibitor: -15; 3T3 cytotox: -7%; Luciferase inh: -13%; GPT2 inhibitor: inactive; HEK293 viab: -5%; HEK cytotox: 8%; SNCA expr inh: 4%

Results for COc1ccc(C)cc1NC(=O)CSc1nc(=O)n(Cc2cccnc2)c2c1CCC2 ?
IP6K1 inhibitor: 1; HEK293 viab: -3%; SNCA expr inh: 1%

How did Cc1ccc(CCNC(=O)c2c(C)oc3nc(C)nc(N4CCOCC4)c23)cc1 do in these assays?
IP6K1 inhibitor: 24; HEK293 viab: 5%; SNCA expr inh: -1%

What do the screens show for `Cc1cccc(C)c1NS(=O)(=O)c1ccc2c(c1)[C@H]1C=CC[C@H]1[C@@H](c1ccc(Cl)cc1)N2`?
IP6K1 inhibitor: -6; HEK293 viab: -8%; SNCA expr inh: -4%

How did O=C(COc1ccc(F)cc1)N1CCC2(CC1)NC(=O)N(c1ccc(F)cc1)N2 do in these assays?
IP6K1 inhibitor: -7; 3T3 cytotox: inconclusive; Luciferase inh: -7%; GPT2 inhibitor: inconclusive; HEK293 viab: -1%; HEK cytotox: inconclusive; SNCA expr inh: -25%

Results for COc1ccc(C(=O)N2CCC3(C2)C(=NC2CCCCC2)NC(=O)N3c2cc(F)cc(F)c2)cc1 (stereo not given) ?
IP6K1 inhibitor: 9; 3T3 cytotox: inconclusive; GPT2 inhibitor: inactive; HEK293 viab: -8%; HEK cytotox: -18%; SNCA expr inh: inconclusive

How did CC(=O)N/N=C/c1ccc([N+](=O)[O-])o1 do in these assays?
IP6K1 inhibitor: -1; GPT2 inhibitor: inactive; HEK293 viab: 29%[23.9 µM]; SNCA expr inh: -4%[25.6 µM]

What do the screens show for `CCOc1ccc(NC(=O)CN2C(=O)C(c3ccccc3)=NC23CCC(C)CC3)cc1` (stereo not given)?
IP6K1 inhibitor: 9; HEK293 viab: -18%; SNCA expr inh: inconclusive

How did COc1ccc([C@H]2C[C@@H](O)[C@@H](O)[C@@H]2NC(=O)C2CCC2)cc1 do in these assays?
IP6K1 inhibitor: -6; 3T3 cytotox: 3%[174 µM]; Luciferase inh: 6%[172 µM]; GPT2 inhibitor: -6%[88.5 µM]; HEK293 viab: 5%[87.6 µM]; HEK cytotox: inactive; SNCA expr inh: -5%[87.6 µM]

What do the screens show for `COCCn1nc2n(c1=O)CCN(C(=O)c1ccco1)CC2`?
IP6K1 inhibitor: 3; 3T3 cytotox: 1%; Luciferase inh: 8%; GPT2 inhibitor: inactive; HEK293 viab: -7%; HEK cytotox: -2%; SNCA expr inh: -6%

Results for COc1cccc(N2C(=O)CSC23C(=O)N(CC(=O)Nc2cc(C)ccc2C)c2ccccc23)c1 (stereo not given) ?
IP6K1 inhibitor: 5; HEK293 viab: inconclusive; SNCA expr inh: -4%

What do the screens show for `CC(C)CCN1CCC2(CC1)CN[S+](=O)([O-])c1ccccc1N2`?
IP6K1 inhibitor: 11; 3T3 cytotox: -26%; Luciferase inh: 2%; GPT2 inhibitor: inactive; HEK293 viab: -10%; HEK cytotox: inconclusive; SNCA expr inh: 16%

How did CC(=O)Nc1ccc(NS(=O)(=O)c2ccc3[nH]c4c(c3c2)CCCCC4)cc1 do in these assays?
IP6K1 inhibitor: -12; HEK293 viab: -8%; SNCA expr inh: inconclusive

What do the screens show for `CCn1nccc1C(=O)N1CCC2(CCCCO2)CC1`?
IP6K1 inhibitor: 8; 3T3 cytotox: 1%; Luciferase inh: 0%; GPT2 inhibitor: inactive; HEK293 viab: 5%; HEK cytotox: -16%; SNCA expr inh: 5%

What do the screens show for `CS(=O)(=O)c1ccc(O[C@H]2COCCN(Cc3cccc4c3OCO4)C2)cc1`?
IP6K1 inhibitor: 9; 3T3 cytotox: inconclusive; Luciferase inh: 5%[172 µM]; GPT2 inhibitor: -7%[88.5 µM]; HEK293 viab: -3%[87.6 µM]; HEK cytotox: inconclusive; SNCA expr inh: 6%[87.6 µM]

How did Cc1ccc(-c2cc3c(N4CCN(c5cc(C)ccc5C)CC4)nccn3n2)cc1 do in these assays?
IP6K1 inhibitor: -4; HEK293 viab: -13%; SNCA expr inh: inconclusive

Results for O=C(Nc1cc(-c2ccncc2)nn1-c1ccccc1)c1ccc(C(F)(F)F)cc1 ?
IP6K1 inhibitor: -9; 3T3 cytotox: 32µM*; GPT2 inhibitor: 2%; HEK293 viab: -22%; HEK cytotox: inconclusive; SNCA expr inh: inconclusive

Results for COc1ccc(S(=O)(=O)n2cnc3cc(C)c(C)cc32)cc1 ?
IP6K1 inhibitor: -4; GPT2 inhibitor: 3%; HEK293 viab: 15%

Results for COc1ccc(CCNC(=O)Cn2cc(C(=O)c3ccc(Cl)cc3)c(=O)c3ccc(C)nc32)cc1OC ?
IP6K1 inhibitor: -3; HEK293 viab: -25%; SNCA expr inh: 5%

Results for CN(Cc1ccccc1C(F)(F)F)Cc1ccnn1C ?
IP6K1 inhibitor: 5; 3T3 cytotox: -19%[138 µM]; Luciferase inh: -9%[172 µM]; GPT2 inhibitor: -19%[88.5 µM]; HEK293 viab: -7%[87.6 µM]; HEK cytotox: inconclusive; SNCA expr inh: 15%[87.6 µM]

How did Cc1nc(CC(=O)Nc2ccc(C)c(C)c2)cs1 do in these assays?
IP6K1 inhibitor: 8; HEK293 viab: 18%; SNCA expr inh: 59%[activator]

How did O=C(N1CCCC(n2cc(-c3nc(-c4ccccc4)no3)nn2)C1)C1(c2ccccc2)CC1 (stereo not given) do in these assays?
IP6K1 inhibitor: 12; 3T3 cytotox: inconclusive; Luciferase inh: inconclusive; GPT2 inhibitor: 2%; HEK293 viab: -32%; HEK cytotox: 45µM*; SNCA expr inh: -31%

What do the screens show for `COC1CN(c2ccc(C)cc2)C12CCN(C(=O)Cc1cccc(F)c1)CC2` (stereo not given)?
IP6K1 inhibitor: 8; 3T3 cytotox: inconclusive; Luciferase inh: 25%; GPT2 inhibitor: inactive; HEK293 viab: inconclusive; HEK cytotox: inconclusive; SNCA expr inh: 2%

Results for C[C@]1(O)CCN(C(=O)Cc2ccc3c(c2)OCO3)C[C@@H]1O ?
IP6K1 inhibitor: 13; 3T3 cytotox: inactive; Luciferase inh: -9%; GPT2 inhibitor: 2%; HEK293 viab: -7%; HEK cytotox: inactive; SNCA expr inh: -1%

How did COc1ccc(CNC(=O)N2CCC(Cc3ncc(C)n3C(C)C)C2)cc1 (stereo not given) do in these assays?
IP6K1 inhibitor: 2; 3T3 cytotox: -9%; Luciferase inh: 1%; GPT2 inhibitor: 2%; HEK293 viab: -9%; HEK cytotox: -16%; SNCA expr inh: 45%[activator]

Results for COc1ccc(C(=O)N2CCCCCCNC(=O)[C@@H]3C[C@@H](c4nc(C(C)C)no4)C[C@@H]32)cn1 ?
IP6K1 inhibitor: 12; 3T3 cytotox: -9%; Luciferase inh: -11%; GPT2 inhibitor: 5%; HEK293 viab: -9%; HEK cytotox: -3%; SNCA expr inh: -8%

Pulled by compound from the list above:
Results for COc1ccc(C)cc1NC(=O)CSc1nc(=O)n(Cc2cccnc2)c2c1CCC2 ?
IP6K1 inhibitor: 1; HEK293 viab: -3%; SNCA expr inh: 1%

What do the screens show for `COC1CN(c2ccc(C)cc2)C12CCN(C(=O)Cc1cccc(F)c1)CC2` (stereo not given)?
IP6K1 inhibitor: 8; 3T3 cytotox: inconclusive; Luciferase inh: 25%; GPT2 inhibitor: inactive; HEK293 viab: inconclusive; HEK cytotox: inconclusive; SNCA expr inh: 2%

Entries shown so far that have a nitro group on carbon:
What do the screens show for `CC(C)c1noc(-c2ccccc2OCC(=O)Nc2ccc([N+](=O)[O-])cc2)n1`?
IP6K1 inhibitor: -5; HEK293 viab: 9%; SNCA expr inh: -23%

How did CC(=O)N/N=C/c1ccc([N+](=O)[O-])o1 do in these assays?
IP6K1 inhibitor: -1; GPT2 inhibitor: inactive; HEK293 viab: 29%[23.9 µM]; SNCA expr inh: -4%[25.6 µM]

A portion of the library. The share of hits here may be higher or lower than overall.
